# Source: PubChem
# HGIII-sPLA2 inh: Inhibits HGIII-sPLA2 liposome hydrolysis, primary screen. Q9NZ20. QFRET BODIPY PC-A2 liposome hydrolysis, fluorescence. inhibition, % at 12.2 µM. 0.56% of 370,000 active. AID 743126;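 active = inhibition above mean plus 3 SD of compounds lying within the high and low control bounds, cut at about 19% in these data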;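 also: 0% = median of test compound wells and 100% = no enzyme DMSO wells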
# GC-A act: GC-A (human) enzyme activation. P16066. HEK293 GC-A cells, cGMP TR-FRET, EC30 ANP; 0% at EC30 ANP, 100% saturating ANP. activation, % at 10 µM. 0.14% of 370,000 active. AID 1671463; in the data active = activation above about 40%
# Target sequence (P16066 whole entry, looked up): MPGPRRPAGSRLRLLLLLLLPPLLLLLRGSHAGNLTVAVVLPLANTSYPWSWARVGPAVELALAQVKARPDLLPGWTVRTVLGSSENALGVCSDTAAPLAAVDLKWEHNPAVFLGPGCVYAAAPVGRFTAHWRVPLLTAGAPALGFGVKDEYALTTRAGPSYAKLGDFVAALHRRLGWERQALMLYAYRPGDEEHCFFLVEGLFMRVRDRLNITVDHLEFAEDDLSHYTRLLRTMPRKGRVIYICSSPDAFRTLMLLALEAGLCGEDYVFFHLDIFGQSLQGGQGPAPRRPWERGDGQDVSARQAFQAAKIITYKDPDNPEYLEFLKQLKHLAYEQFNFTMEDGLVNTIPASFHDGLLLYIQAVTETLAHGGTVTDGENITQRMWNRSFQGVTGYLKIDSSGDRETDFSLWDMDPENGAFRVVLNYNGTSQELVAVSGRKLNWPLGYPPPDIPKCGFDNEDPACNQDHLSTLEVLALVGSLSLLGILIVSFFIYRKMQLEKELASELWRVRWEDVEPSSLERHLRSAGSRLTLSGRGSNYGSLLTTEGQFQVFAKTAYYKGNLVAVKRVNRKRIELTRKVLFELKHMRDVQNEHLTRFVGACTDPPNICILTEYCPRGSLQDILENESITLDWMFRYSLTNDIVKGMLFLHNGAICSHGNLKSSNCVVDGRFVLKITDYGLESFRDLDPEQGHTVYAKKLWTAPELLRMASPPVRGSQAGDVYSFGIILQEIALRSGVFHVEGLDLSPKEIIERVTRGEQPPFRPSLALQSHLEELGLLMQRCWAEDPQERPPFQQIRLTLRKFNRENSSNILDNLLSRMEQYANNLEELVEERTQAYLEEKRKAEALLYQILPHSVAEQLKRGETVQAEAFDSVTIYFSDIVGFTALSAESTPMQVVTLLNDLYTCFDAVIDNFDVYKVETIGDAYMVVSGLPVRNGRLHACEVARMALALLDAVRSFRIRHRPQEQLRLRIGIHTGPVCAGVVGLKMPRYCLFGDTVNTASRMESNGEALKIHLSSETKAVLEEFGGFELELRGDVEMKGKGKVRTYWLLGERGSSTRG
# hgDAF-12 ag: activates the H. glycines DAF-12 receptor ligand-binding domain. HEK293 GAL4-hgDAF12 UAS-luciferase reporter, agonist luminescence; normalized to butyrate control. activation, % at 6.8 µM. 1.8% of 370,000 active. AID 687014;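 active = activation above a cutoff set at the mean of all screened compounds plus 3 SD, cut at about 10% in these data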;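 also: 0% = DMSO wells and 100% = sodium butyrate wells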
# hcDAF-12 act: H. contortus DAF-12 activation, primary screen; HEK293 hcDAF-12 lit1-tk-luc reporter, luminescence; 0% DMSO, 100% Δ7-dafachronic acid; activation, % at 6.8 µM; 1.4% of 370,000 active;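 active = activation above the mean of all tested compounds plus 3 SD, cut at about 5.5% in these data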;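 also: 100% = response to 3 µM Δ7-dafachronic acid high control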
# SMARCA2 activ: increases SMARCA2 function in MMTV reporter cells | MG213 cells, MMTV-luciferase reporter, dexamethasone, overnight | activation, % at 9.1 µM | 1% of 370,000 active | AID 652017; in the data active = activation above about 7.8%;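 also: 0% = vehicle wells and 100% = reference activator wells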
# DAX1 inh-1: inhibitors of human orphan nuclear receptor DAX1 (NR0B1); P51843; HEK293 Gal4-DAX1 luciferase reporter, luminescence; inhibition, % at 6.75 µM; 0.99% of 340,000 active; AID 504766;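 active = inhibition above the mean over all tested compounds plus 3 SD, cut at about 4.2% in these data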;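 also: 0% = DAX1-transfected cells with DMSO and 100% = empty-vector control cells with DMSO; inhibition shows as a rise in luminescence from relieved DAX1 repression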
# FXN GAA850 act: frataxin GAA850 promoter activation; activation, % at 6 µM; AID 540364; 0.56% of 360,000 active; HEK293 lucGAA850 FXN promoter luciferase reporter, 24 h; percent of 10 µM SAHA response;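 active = activation above the average of all compounds screened plus 3 SD, cutoff fixed separately per campaign, cut at about 7.5% in these data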;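 also: 0% = DMSO wells and 100% = 10 µM SAHA wells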
# GC-B act: GC-B (human) receptor activation; P20594; HEK293-GC-B cells, CNP EC30, cGMP TR-FRET; 0% at EC30 CNP, 100% saturating CNP; activation, % at 10 µM; 0.11% of 370,000 active; AID 1920062;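 active = activation at 10 µM reaching about 35% in either raw or pattern-adjusted values, limit read from the data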
# ssDAF12 agonist: activates DAF-12 receptor from parasite S. stercoralis. activation, % at 6.8 µM. AID 652126. HEK293 ssDAF-12/GRIP1 lit1-tk-luc reporter, luminescence; % of 3 µM dafachronic acid response. 1% of 370,000 active;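 active = activation above the mean over all tested compounds plus 3 SD, cut at about 0.9% in these data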;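 also: 0% = DMSO-only wells and 100% = 3 µM delta7-dafachronic acid wells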
# DAX1 inh-2: blocks DAX1 repression of SF-1 activated StAR promoter; HEK293T StAR-luciferase reporter, SF-1/DAX-1 repression relief; 1.1% of 370,000 active; AID 652010; inhibition, % at 6.8 µM;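 active = inhibition above the mean over all tested compounds plus 3 SD, cut at about 3.6% in these data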;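 also: 0% = DAX-1 cells with DMSO and 100% = cells lacking DAX-1 with DMSO; higher inhibition means more luminescence from relief of DAX-1 repression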
# ADAM10 inh: ADAM10 inhibition, QFRET primary screen; 0.62% of 370,000 active; recombinant ADAM10, EDANS/DABCYL FRET peptide cleavage, 3 h; AID 720582; inhibition, % at 7 µM;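 active = inhibition above a per-campaign cutoff equal to the mean of compounds falling between control-based bounds plus 3 SD, cut at about 20% in these data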;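 also: 0% = DMSO wells while the 100% control is not disclosed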
# Active calls of the source: *; / = not tested or not shown. No enrichment for hits; about 6.6% have a hit in one of these screens.
# Second line of a record: HGIII-sPLA2 inh | GC-A act | hgDAF-12 ag | hcDAF-12 act | SMARCA2 activ | DAX1 inh-1 | FXN GAA850 act | GC-B act | ssDAF12 agonist | DAX1 inh-2 | ADAM10 inh
COc1cc2oc3ccc(C#Cc4ccccn4)cc3c(=O)c2cc1OC
    13.3 | 3.3 | 4.8 | -1.1 | 2.5 | -0.7 | 6.4 | 6.7 | -1.5 | 0.6 | -256.5
Cn1nnc2cc(NC(=O)N3CC4(C)CC3CC(C)(C)C4)ccc21 (centres undefined)
    -0.3 | -1.1 | -3.6 | -0.6 | -3.6 | 0.4 | 5.4 | 2.6 | -1.1 | 0.0 | -10.0
O=C(O)c1ccc(N2C(=O)c3cccc4c(C(=O)O)ccc(c34)C2=O)cc1
    0.9 | -1.6 | -2.2 | 2.4 | -4.4 | / | 0.9 | -2.2 | 0.1 | -0.3 | -33.6
COc1ccc(N(CC(=O)NC2CCCC2)C(=O)c2ccc(C)s2)cc1OC
    0.5 | -4.8 | 1.1 | -2.2 | -1.1 | -0.7 | 2.0 | -2.2 | -1.0 | -0.1 | 5.7
Cc1ccc(C)n1-c1nnc(N2CCC(C(=O)N3CCN(C)CC3)CC2)s1
    -0.1 | -1.2 | -3.0 | 1.6 | 0.9 | 2.4 | 0.9 | 3.2 | -1.2 | 0.0 | -14.4
CCc1ccc(N2C(=O)CN(Cc3ccc(OC)c(OC)c3)C2=S)cc1
    -102.2 | 3.7 | -4.2 | -1.8 | -5.4 | -1.5 | -0.5 | 3.1 | -1.8 | 0.4 | 6.7
CSCCC(NS(=O)(=O)c1cccs1)C(=O)NCc1cccs1 (centres undefined)
    -0.3 | 1.7 | -2.3 | -0.1 | 0.7 | -0.3 | -2.1 | 4.8 | -0.8 | -0.4 | -1.2
O=C(NC1CSCC1OC(=O)c1ccccc1)c1ccccc1 (centres undefined)
    2.4 | -7.3 | 0.8 | 0.6 | -4.4 | -0.2 | -6.7 | -5.3 | -0.3 | -0.7 | 5.8
O=[N+]([O-])c1ccc(CN2CCCCCC2)cc1
    -1.2 | -6.5 | -0.1 | 0.4 | 1.6 | 0.9 | -0.4 | 5.7 | -1.5 | -0.1 | 0.6
Cc1csc(=O)n1CC(=O)OCC(=O)c1ccc(Br)cc1
    1.3 | -0.4 | 4.5 | 0.2 | -1.5 | 0.6 | -0.2 | -3.1 | -0.3 | -0.4 | -10.0

# Rewritten bar-delimited: entries from further up
molecule | HGIII-sPLA2 inh | GC-A act | hgDAF-12 ag | hcDAF-12 act | SMARCA2 activ | DAX1 inh-1 | FXN GAA850 act | GC-B act | ssDAF12 agonist | DAX1 inh-2 | ADAM10 inh
COc1cc2oc3ccc(C#Cc4ccccn4)cc3c(=O)c2cc1OC | 13.3 | 3.3 | 4.8 | -1.1 | 2.5 | -0.7 | 6.4 | 6.7 | -1.5 | 0.6 | -256.5
Cn1nnc2cc(NC(=O)N3CC4(C)CC3CC(C)(C)C4)ccc21 (centres undefined) | -0.3 | -1.1 | -3.6 | -0.6 | -3.6 | 0.4 | 5.4 | 2.6 | -1.1 | 0.0 | -10.0
O=C(O)c1ccc(N2C(=O)c3cccc4c(C(=O)O)ccc(c34)C2=O)cc1 | 0.9 | -1.6 | -2.2 | 2.4 | -4.4 | / | 0.9 | -2.2 | 0.1 | -0.3 | -33.6
COc1ccc(N(CC(=O)NC2CCCC2)C(=O)c2ccc(C)s2)cc1OC | 0.5 | -4.8 | 1.1 | -2.2 | -1.1 | -0.7 | 2.0 | -2.2 | -1.0 | -0.1 | 5.7
Cc1ccc(C)n1-c1nnc(N2CCC(C(=O)N3CCN(C)CC3)CC2)s1 | -0.1 | -1.2 | -3.0 | 1.6 | 0.9 | 2.4 | 0.9 | 3.2 | -1.2 | 0.0 | -14.4
CCc1ccc(N2C(=O)CN(Cc3ccc(OC)c(OC)c3)C2=S)cc1 | -102.2 | 3.7 | -4.2 | -1.8 | -5.4 | -1.5 | -0.5 | 3.1 | -1.8 | 0.4 | 6.7

# Back to the main list with the 2 entries that preceded the break.
# Second line of a record: HGIII-sPLA2 inh | GC-A act | hgDAF-12 ag | hcDAF-12 act | SMARCA2 activ | DAX1 inh-1 | FXN GAA850 act | GC-B act | ssDAF12 agonist | DAX1 inh-2 | ADAM10 inh
O=[N+]([O-])c1ccc(CN2CCCCCC2)cc1
    -1.2 | -6.5 | -0.1 | 0.4 | 1.6 | 0.9 | -0.4 | 5.7 | -1.5 | -0.1 | 0.6
Cc1csc(=O)n1CC(=O)OCC(=O)c1ccc(Br)cc1
    1.3 | -0.4 | 4.5 | 0.2 | -1.5 | 0.6 | -0.2 | -3.1 | -0.3 | -0.4 | -10.0
COCCNC(=O)CSc1nnc(-c2ccccc2)c(-c2ccccc2)n1
    -3.2 | 5.1 | 3.0 | 1.0 | -3.5 | 1.0 | -0.7 | 3.7 | -2.0 | 1.2 | -1.4
CC(C)(C)CC(=O)OCC(=O)Nc1cc(C(C)(C)C)nn1-c1ccccc1
    0.0 | 4.0 | -2.6 | -1.8 | -5.4 | -0.5 | -0.5 | 0.4 | -1.9 | -0.4 | 3.1
CCCc1c(C(=O)OCC)[nH]c2c1C(=O)CCC2
    0.4 | -4.6 | -0.7 | -4.0 | -2.1 | 1.2 | 2.1 | 0.2 | -1.5 | -1.3 | -6.5
S=C(NCC1CCCO1)N1CCN(Cc2ccccc2)CC1 (centres undefined)
    6.6 | 1.1 | -1.3 | -1.9 | 1.5 | -1.0 | -0.6 | -0.3 | -1.5 | -1.0 | 3.6
O=C(Cc1ccsc1)NNC(=O)c1ccc(F)cc1
    5.2 | 0.2 | 4.9 | 2.9 | 3.7 | -0.2 | -0.6 | 5.3 | -0.5 | 2.0 | 1.1
COc1ccc([N+](=O)[O-])cc1NCC(=O)Nc1cc(S(=O)(=O)N2CCCCC2)ccc1C
    7.8 | -5.5 | -2.6 | 0.6 | -1.3 | 0.5 | -0.4 | -2.3 | -1.1 | -0.3 | -9.7
CCCCc1ccc(-c2nc(N)n[nH]2)cc1
    -9.6 | 0.7 | 9.1 | 1.5 | 2.1 | 0.6 | 3.0 | 2.0 | -0.6 | 1.9 | 6.6
Cc1c(C(=O)NN2CCOCC2)oc2ccccc12
    2.1 | 1.1 | -2.9 | -0.1 | 0.6 | 0.1 | 1.9 | -4.2 | -0.4 | -0.6 | -8.4
CC(C)Oc1cccc(NC(=O)C2(C)CCN2C(C)C)c1 (centres undefined)
    4.0 | 0.7 | -0.3 | -0.1 | -3.8 | / | 1.1 | 6.9 | -0.2 | -0.4 | -5.8
CCOCc1nc2nc(Cl)c(Cl)nc2[nH]1
    6.1 | 2.2 | 0.1 | -0.6 | -3.1 | 0.4 | 0.1 | 2.0 | -1.3 | -0.5 | -80.7
CCN(CC)c1ccc(S(=O)(=O)N2CCOCC2)cc1NC(=O)CSc1cccc[n+]1[O-]
    -3.4 | 3.6 | -3.4 | -2.6 | -1.7 | 0.1 | 3.9 | 6.1 | -1.8 | 0.7 | -0.4
O=C(OCC(=O)N1c2ccccc2Sc2ccccc21)c1ccc[n+]([O-])c1
    15.3 | -2.4 | 4.8 | -2.3 | -6.8 | 0.2 | 2.6 | 0.7 | -1.3 | 0.6 | -13.0
Cc1ccc(OCC(=O)Nc2cc(NC(=O)COc3ccc(C)c(C)c3)cc(C(=O)O)c2)cc1C
    -0.7 | 1.9 | -0.4 | 0.7 | 1.5 | 1.3 | -0.5 | 3.4 | -1.2 | -0.1 | 6.3
Cc1noc(C)c1-c1nnc(-c2ccc(OC(F)(F)F)cc2)o1
    5.3 | -0.8 | -1.4 | -1.6 | -3.6 | 0.7 | 2.7 | -4.9 | -1.3 | -0.1 | -2.3
O=C(CSc1nnnn1C1CCCC1)c1ccc2c(c1)OCCO2
    -44.6 | 2.9 | 9.0 | 2.5 | 8.3* | 2.6 | 2.2 | 0.7 | -0.6 | 2.2 | -1.1
Cc1cccc(NS(=O)(=O)c2cc(C(=O)N3CCN(C)CC3)ccc2C)c1
    3.4 | 3.9 | 1.3 | -1.4 | -0.2 | 0.2 | 1.7 | 0.1 | -1.7 | -0.2 | -0.5
COc1cccc(C(=O)COc2ccc3c(C)cc(=O)oc3c2)c1
    -8.6 | -8.0 | -1.8 | -1.4 | 0.7 | -0.1 | -3.4 | -5.1 | -1.3 | -0.1 | -11.5
Cc1ccc(S(=O)(=O)NCCC(=O)NCc2cccnc2)cc1
    1.4 | -2.9 | -2.3 | -0.4 | -2.2 | 1.5 | -0.2 | -2.3 | -0.8 | 0.1 | 0.9
Cc1cc(OC(C)C(=O)Nc2ccncc2)ccc1Cl (centres undefined)
    8.8 | -1.3 | -5.4 | -2.7 | -3.6 | -2.8 | 2.8 | -1.3 | -1.5 | -1.2 | 13.3
CCC(c1nnc(SCC(=O)Nc2cccnc2Cl)n1-c1ccccc1)N(C)C (centres undefined)
    3.6 | -1.0 | 2.7 | -1.8 | 1.7 | 0.0 | 1.4 | 0.9 | -0.7 | -0.3 | 2.2

# The listing continues.
# Letter code – A = HGIII-sPLA2 inh; B = GC-A act; C = hgDAF-12 ag; D = hcDAF-12 act; E = SMARCA2 activ; F = DAX1 inh-1; G = FXN GAA850 act; H = GC-B act; I = ssDAF12 agonist; J = DAX1 inh-2; K = ADAM10 inh
COc1ccc(N/C=C2\CCc3ccccc3C2=O)cc1
  A = 4.5	B = -1.3	C = 1.7	D = 3.9	E = 4.7	F = -5.0	G = -4.3	H = -1.1	I = -0.2	J = 1.9	K = -0.3
COCCn1nnnc1C(C(C)C)N1CCSCC1 (centres undefined)
  A = 5.6	B = -2.1	C = 3.9	D = -0.8	E = -0.2	F = 1.4	G = -0.2	H = -3.0	I = -0.4	J = -0.3	K = -1.3
COc1ccc(C(=O)Cc2ccc3c(c2)OCO3)c(O)c1
  A = -17.6	B = -2.3	C = 9.4	D = 3.5	E = 8.2*	F = 1.3	G = 4.3	H = 0.6	I = 1.4*	J = 3.0	K = -3.2
COc1cccc(-n2ccnc2SCC(=O)Nc2ccccc2F)c1
  A = -7.1	B = -0.3	C = -2.3	D = -0.7	E = 1.1	F = 0.9	G = 0.3	H = 0.0	I = -0.1	J = -0.9	K = -0.1
Cc1ccc(NC(=O)Nc2cnc3ccccc3c2)cc1
  A = -25.7	B = -1.4	C = 15.0*	D = 4.5	E = 7.2	F = 3.4	G = 3.6	H = -4.6	I = 0.6	J = 3.7*	K = -39.2
COc1cccc(OC)c1OCCN1CCC(C(=O)NC(c2ccccc2)c2ncccc2C)CC1 (centres undefined)
  A = -5.7	B = 0.8	C = 1.0	D = -1.9	E = 1.1	F = /	G = -1.9	H = 3.5	I = -1.6	J = 0.3	K = -0.3
Cc1cccc(N2CCN(C(=O)CCNS(=O)(=O)c3cccs3)CC2C)c1 (centres undefined)
  A = 1.7	B = -3.7	C = -0.7	D = -1.7	E = 7.1	F = 1.1	G = -0.5	H = 1.3	I = -0.6	J = -0.2	K = -3.0
CC1=NN(/C(=N\c2nnc(C)s2)Nc2ccc(C)cc2)[C@H](c2ccc(C)cc2)S1
  A = -9.3	B = -3.0	C = -0.1	D = 0.1	E = -1.1	F = -1.1	G = -1.2	H = -4.2	I = -1.6	J = -0.9	K = -2.3
